AddAB inh: less growth of phage-infected E. coli with AddAB; E. coli expressing H. pylori AddAB, absorbance growth; inhibition, % at 11.9 µM; actives 0.29% (n = 330,000); AID 435030; in the data active = inhibition above about 12%;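 note: 0% = vehicle wells of infected cells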
Tat transport: E. coli Tat transport inhibition; AID 488895; inhibition, % at 10 µM; actives 0.036% (n = 340,000); E. coli MC4100 TorA-mCherry Tat export, fluorescence;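 active = mean replicate inhibition at least 50% and at least half of replicates individually reaching 50%; inconclusive = only one of the two criteria met; inactive = neither criterion met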;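 note: exported cargo escapes ClpAP degradation while cytoplasmic cargo is degraded and loses fluorescence; 0% = median of neutral control wells and 100% = median of NaSCN control wells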
Wnt bcat act: Wnt/beta-catenin pathway activation | Wnt/beta-catenin reporter cell assay, activator, plate reader | activation, % at 9.35 µM | actives 1.2% (n = 300,000); in the data active = activation above about 30%, passing the limit was not always enough; inconclusive = no clear call, values can overlap the other calls;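 note: 0% = neutral control wells and 100% = positive control wells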
SR-BI DiI-HDL act: SR-BI HDL lipid transfer activation | activation, % at 12.5 µM | AID 504775 | CHO ldlA[mSR-BI] cells, DiI-HDL uptake fluorescence, 3 h; 100 = double the neutral-control signal | actives 0.096% (n = 320,000);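 active = mean replicate activation of at least 60% and every replicate at or above 60%; inconclusive = mean or all-replicate condition met, but not both; inactive = mean below 60% and not all replicates reaching 60%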;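 note: 0% = median plate neutral-control signal and 100% = twice that signal; values of inactives mirror those of a sister screen read the other way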
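Assay system: LDL receptor-deficient CHO ldlA cells overexpressing murine SR-BI / Medium: BSA-supplemented, HEPES-buffered Ham's F12, pH 7.4 / Probe or stimulus: DiI-labelled HDL at 10 µg/mL final / Timing: compound with DiI-HDL co-incubation, 3 h at 37 °C / Technique: bottom-read cell fluorescence after medium removal, ex 550/em 595 nm / Measure: HDL uptake via cellular fluorescence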
MITF act: increases MITF-driven TRPM1 promoter luciferase signal. activation, % at 12.5 µM. SK-MEL-5 TRPM1-promoter luciferase, 24 h; % of positive control, neutral wells = 0. actives 0.75% (n = 300,000);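 active = mean activation of at least 80% with every replicate also reaching 80%; inconclusive = mean reaches 80% but some replicate falls short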;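 note: 0% = neutral control wells and 100% = parthenolide positive control wells; values of inactives mirror those of a sister screen read the other way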
phage Ecoli inh: E. coli growth loss with phage present. growth absorbance. inhibition, % at 11.9 µM. actives 0.26% (n = 360,000). AID 651602; in the data active = inhibition above about 11%
SR-BI HDL uptake: inhibitors of mouse SR-BI mediated HDL lipid uptake | ldlA[mSR-BI] CHO cells, DiI-HDL uptake fluorescence, 3 h | Q61009 | actives 0.96% (n = 320,000) | inhibition, % at 12.5 µM;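 active = mean replicate inhibition of at least 70% and a set share of replicates each scoring 70 or more; inconclusive = meets just one of the two criteria; inactive = fails both criteria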;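 note: 0% = median of neutral control wells and 100% = median of positive control wells; values of inactives mirror those of a sister screen read the other way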
Target sequence (Q61009 whole entry, looked up): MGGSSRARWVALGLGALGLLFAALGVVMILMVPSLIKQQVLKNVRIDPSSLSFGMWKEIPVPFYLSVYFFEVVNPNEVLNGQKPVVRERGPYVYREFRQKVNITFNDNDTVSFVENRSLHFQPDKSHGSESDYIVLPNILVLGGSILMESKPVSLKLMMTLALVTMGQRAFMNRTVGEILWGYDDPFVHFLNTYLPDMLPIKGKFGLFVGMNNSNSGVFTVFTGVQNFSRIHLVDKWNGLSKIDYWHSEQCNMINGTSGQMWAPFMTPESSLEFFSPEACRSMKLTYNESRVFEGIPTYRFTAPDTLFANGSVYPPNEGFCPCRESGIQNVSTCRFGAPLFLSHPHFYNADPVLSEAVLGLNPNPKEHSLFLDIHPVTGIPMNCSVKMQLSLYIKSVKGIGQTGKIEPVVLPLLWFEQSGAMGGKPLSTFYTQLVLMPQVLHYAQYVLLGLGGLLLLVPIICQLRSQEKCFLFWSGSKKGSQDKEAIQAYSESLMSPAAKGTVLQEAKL
CAL PDZ FP-1: human CAL PDZ-peptide interaction inhibition; purified CAL PDZ, TMR-peptide fluorescence polarization, 1 h; inhibition, % at 20 µM; actives 0.02% (n = 330,000); AID 504414;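 active = highest replicate inhibition of at least 40%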;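 note: plate controls were DMSO neutral control wells for no effect and unlabeled competitor peptide control wells for full effect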
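System: tagged CAL PDZ domain. Schedule: 1 h room-temperature incubation prior to read. Signal: fluorescence polarization (mP). Measure: percent inhibition from loss of millipolarization.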
Ecoli viability: counter-screen for AddAB inhibitors: E. coli growth inhibition | E. coli V3065 growth, OD600 absorbance, 18 h | AID 449728 | inhibition, % at 11.9 µM | actives 0.27% (n = 330,000);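 active = inhibition above the campaign's mean inhibition across all tested compounds plus 3 SD, cut at about 9.9% in these data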;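 note: uninfected addAB+ strain grown without phage in ampicillin broth; 0% = DMSO wells and 100% = ciprofloxacin 0.95 µg/ml wells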
CAL PDZ FP-2: blocks peptide binding to the human CAL PDZ domain. AID 602252. purified CAL PDZ, TMR-peptide fluorescence polarization, 1 h. actives 0.92% (n = 300,000). inhibition, % at 24.9 µM;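 active = mean inhibition of at least 30% with at least half of replicates also reaching 30%; inconclusive = no clear call, values can overlap the other calls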;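 note: 0% = DMSO neutral control and 100% = excess unlabeled competitor peptide PRC23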
An asterisk follows results filed as active; ? = inconclusive; · = no result given; & = joins results of further samples.

Start of the data: the first 6 records (preview)
canonical_smiles,AddAB inh,Tat transport,Wnt bcat act,SR-BI DiI-HDL act,MITF act,phage Ecoli inh,SR-BI HDL uptake,CAL PDZ FP-1,Ecoli viability,CAL PDZ FP-2
CC1=C(C(=O)OC2CCCCCCC2)C(c2cc3c(cc2Br)OCO3)CC(=O)N1 (centres undefined),4.5,-4,·,14,2,-0.3,-14,0.6,-1.2,-4
Cc1ccc(NS(=O)(=O)c2ccc3[nH]c(=O)c(=O)[nH]c3c2)cc1Cl,-1.5,-8,-1,15,-2,5.7,-15,-4.1,1.4,-6
CCOc1cccc(CN2CCCC(C(=O)Nc3ccc(-c4ccn[nH]4)cc3)C2)c1O (centres undefined),-1.0,4,1,-5,-5,0.2,5,-0.6,-1.9,·
CCc1nnc(SCc2ccc(CSc3nnc(CC)n3N)cc2)n1N,·,4,·,2,2,1.6,-2,-3.4,·,·
O=[N+]([O-])c1ccc2c(c1)C(=NO)c1cc(F)ccc1-2,·,15,-3,-16,1,0.5,16,-1.1,·,-6
Cc1cccc(Nc2nc(N)nc(CN3CCC(C)CC3)n2)c1C,-1.5,1,1,-10,-6,-2.0,10,-2.7,-0.6,-3

All compounds of this part (from the top)
canonical_smiles,AddAB inh,Tat transport,Wnt bcat act,SR-BI DiI-HDL act,MITF act,phage Ecoli inh,SR-BI HDL uptake,CAL PDZ FP-1,Ecoli viability,CAL PDZ FP-2
CC1=C(C(=O)OC2CCCCCCC2)C(c2cc3c(cc2Br)OCO3)CC(=O)N1 (centres undefined),4.5,-4,·,14,2,-0.3,-14,0.6,-1.2,-4
Cc1ccc(NS(=O)(=O)c2ccc3[nH]c(=O)c(=O)[nH]c3c2)cc1Cl,-1.5,-8,-1,15,-2,5.7,-15,-4.1,1.4,-6
CCOc1cccc(CN2CCCC(C(=O)Nc3ccc(-c4ccn[nH]4)cc3)C2)c1O (centres undefined),-1.0,4,1,-5,-5,0.2,5,-0.6,-1.9,·
CCc1nnc(SCc2ccc(CSc3nnc(CC)n3N)cc2)n1N,·,4,·,2,2,1.6,-2,-3.4,·,·
O=[N+]([O-])c1ccc2c(c1)C(=NO)c1cc(F)ccc1-2,·,15,-3,-16,1,0.5,16,-1.1,·,-6
Cc1cccc(Nc2nc(N)nc(CN3CCC(C)CC3)n2)c1C,-1.5,1,1,-10,-6,-2.0,10,-2.7,-0.6,-3
CC(=O)c1ccc(N/C=C/C(=O)c2ccc(Br)cc2)cc1,2.0,4,1,11,·,3.9,-11,-6.4,-1.0,·
COc1ccc(CCNC(=O)c2[nH]c(C)c(C(C)=O)c2C)cc1,1.8,-5,·,-1,-10,2.3,1,-0.5,-1.3,-2
CC(C)Nc1nc(NC(C)C)nc(OCCOC(=O)c2ccccc2)n1,5.9,-1,0,-5,-6,2.3,5,-0.8,-1.2,·
Cc1cc(C)c(NC(=O)C2CCCN2C(=O)NC2CCCCC2)c(C)c1 (centres undefined),-0.2,0,-7,9,·,1.6,-9,-2.6,-1.6,-2
CCOc1ccc(/C=N/NC(=O)C(C)N(c2ccc(OC)cc2)S(C)(=O)=O)cc1OCC (centres undefined),1.0,0,-6,-49,-6,4.0,49,-2.4,-2.0,-1
O=C(CCCN1CCC(O)(c2ccc(Cl)cc2)CC1)c1ccc(F)cc1,0.4&-0.2,-3&-7,-3&-3,-9&0,-5,3.2,9&0,-14,-1.6&-1.1,-3
Nc1ccccc1Sc1ccc(C(=O)c2ccccc2C(=O)O)cc1[N+](=O)[O-],1.4,-5,-2,-1,·,3.3,1,0.2,2.3,0
COC(=O)c1nn(-c2ccccc2)c(Cl)c1/C=N/OCc1c(Cl)cccc1Cl,0.8,-1,1,-25,0,3.9,25,-1.2,2.1,-2
COc1ccccc1C(=O)N/N=C(\C)CC(=O)Nc1ccc(Nc2ccccc2)cc1,1.8,0,-3,-29,-8,0.4,29,-1.6,-2.6,1
Cc1ccc(CS(=O)(=O)Cc2ccc(C(=O)NCCCN3CC(C)CC(C)C3)o2)cc1 (centres undefined),3.9,-1,-1,15,6,3.2,-15,0.4,-0.2,-5
Cc1cc(C)n2nc(C)c(-c3ccc(Cl)cc3)c2n1,1.5,0,0,-19,-27,1.5,19,-1.1,1.2,-4
O=C(Nc1nccs1)C(F)(F)C(F)(F)C(F)(F)C(=O)Nc1nccs1,-0.1,2,1,17,4,0.5,-17,-0.1,-0.4,-5
COC(=O)c1cnn(-c2ccc(F)cc2F)c1/C=N/NC(N)=S,-0.7,12,-1,-9,-18,2.7,9,-1.3,0.0,6
CCC(=O)NCCc1cc2cc(C)c(C)cc2[nH]c1=O,5.2,-6,·,10,-1,-0.3,-10,1.3,-0.7,-3
Cc1cc(Br)c(Oc2cc(NN3CCCCC3)c([N+](=O)[O-])cc2[N+](=O)[O-])c(Br)c1,·,-1,1,-67,-11,2.2,67,-0.1,·,0
O=[N+]([O-])c1ccccc1CNCCCCCO,4.6,-2,-4,17,-1,3.5,-17,-0.8,3.0,-1
FC(F)(F)Oc1ccc(Nc2nc3ccccc3o2)cc1,-1.5,-5,·,9,49,3.2,-9,-2.2,0.7,-3
CCc1cc(SC#N)cc(C)c1NC(=O)CCl,2.4,-3,3,-29,-5,2.7,29,-1.2,0.9,0
O=C(NNC(=S)NCc1ccccc1)c1cccc([N+](=O)[O-])c1,-0.7,1,1,-22,-6,1.8,22,-0.8,-1.1,-8
O=C(CNS(=O)(=O)c1ccccc1)NCC(=O)N1CCCCC1,0.3,1,0,20,1,1.9,-20,·,-1.8,-2
CCN(C(=O)c1ccc(NC(=O)Cc2ccccc2)cc1)c1ccccc1,·,9,0,-28,6,2.0,28,-1.1,·,48*
OCCC1CN(Cc2cnc(-c3ccccc3)s2)CCN1C1CCCCC1 (centres undefined),1.4,-1,-1,·,8,2.0,·,0.6,2.7,1
Cc1ccc(C(=O)N/C(=C\c2ccc(-c3cccc([N+](=O)[O-])c3)o2)C(=O)NC(C)(C)C)cc1,-1.1,-1,-1,-41,4,2.4,41,0.7,-0.9,1
O=C(Nc1ccc(Cl)cc1Cl)c1cc2ccccc2o1,-0.7,-12,14,?,·,2.1,-126,-1.2,0.7,-2
Cc1ccccc1NC(=O)N1CCN(C(=O)c2ccco2)CC1,0.3,5,·,25,-7,3.0,-25,-0.4,-1.1,-1
O=C(N/N=C/c1cc(Br)cc(Br)c1O)c1cccc(N2CCCC2=O)c1,8.8,-31,-1,-131,-24,5.5,132*,-4.1,-1.4,-4
CCCC(=O)Nc1ccccc1NC(=O)c1ccc(OC)cc1,3.1,-3,0,12,-2,4.8,-12,-3.1,0.2,-1
O=C1CC(c2ccc(F)cc2)c2cc3c(cc2N1)CCC3 (centres undefined),3.9,-5,-2,-2,-15,3.1,2,-3.1,-1.9,2
CC(=O)c1c(C)nc(Nc2nc(C)c3cc(C)ccc3n2)nc1C,-0.7,-2,0,28,7,2.9,-28,-1.2,0.0,-3
CCOc1ccc(CN2CCN(C(=O)c3ccco3)CC2)cc1,-2.3,-8,-1,3,·,0.6,-3,-0.2,-2.4,-2
CC1CN(C(=O)c2ccc(OC3CCN(Cc4ccccn4)CC3)cc2)CCN1C (centres undefined),4.7,11,0,23,-1,2.3,-23,-1.1,0.6,·
CC(C)Sc1ncnc2c1oc1ccccc12,0.5,0,·,-10,48,1.7,10,0.7,-2.2,3
COc1ccc(OC)c(CNC(=O)c2nn(C)c3c2CS(=O)(=O)c2ccccc2-3)c1,2.5,-1,-5,·,0,1.7,44,-1.9,-0.4,-4
O=C(COc1ccc(Br)cc1)N1CCN(S(=O)(=O)/C=C/c2ccccc2)CC1,2.6,4,-5,-4,-6,2.5,4,-0.9,-0.8,-1
CC(CCn1cccn1)NC(=O)CCc1nnc(C2CCCCC2)o1 (centres undefined),-0.3,5,-1,26,6,2.0,-26,-0.1,0.2,·
O=C(NCc1cccc(F)c1)c1cccc2c1C(=O)c1ccc(N3CCCC3)cc1S2(=O)=O,2.0,-2,·,5,9,·,-5,-2.3,1.2,1
Cc1cc(Cl)c(S(=O)(=O)N2CCN(c3cccc(C)c3C)CC2)cc1OCC(N)=O,1.0,3,-9,-5,·,1.1,5,0.4,1.1,-4
CCSc1nnc(NC(=O)COc2cccc3ccccc23)s1,0.1,-5,·,-5,-15,-0.7,5,-0.5,-0.9,-3
COc1cccc(/C=N/NC(=O)C(=O)NCc2ccco2)c1OC,4.5,3,·,1,-8,2.0,-1,-1.6,-1.5,-4
COC(=O)CCCNc1ncccc1[N+](=O)[O-],6.0,-6,0,10,-5,4.8,-10,-3.2,-0.3,-1
Cc1ccsc1C(=O)NCCC(c1ccccc1)c1ccccc1,7.2,2,·,13,9,2.6,-13,-0.5,-0.6,4
CC(=O)Nc1ccc(N2CCC(C)CC2)c([N+](=O)[O-])c1,3.2,7,1,7,10,2.2,-7,0.8,1.8,-6
Cc1c(NC(=S)Nc2ccccc2C(F)(F)F)cccc1[N+](=O)[O-],1.8,-6,-5,16,-5,2.6,-16,-0.3,-1.2,-3
CCOc1ccccc1O[C@H](c1ccccc1)[C@H]1CNCCO1,-0.1,2,-4,4,12,0.1,-4,0.0,-0.5,12

Other compounds:
canonical_smiles,AddAB inh,Tat transport,Wnt bcat act,SR-BI DiI-HDL act,MITF act,phage Ecoli inh,SR-BI HDL uptake,CAL PDZ FP-1,Ecoli viability,CAL PDZ FP-2
CC(OC(=O)c1ccc(Cl)c(S(=O)(=O)N2CCOCC2)c1)C(=O)NC1CCCCC1C (centres undefined),3.1,-3,-1,-2,9,0.1,2,-3.1,0.4,2
Cc1ccc(-c2nc(CS(=O)(=O)CC(=O)NC3CCC(C)CC3)c(C)o2)cc1 (centres undefined),5.4,1,-2,·,-18,0.0,·,-2.2,2.1,-3
CCOc1ccc(N2C(=O)Nc3ccc(Br)cc3C2(O)C(=O)NC(C)C)cc1 (centres undefined),1.9,-5,0,-7,7,0.7,7,0.2,0.5,-4
COc1ccc(C)cc1S(=O)(=O)Nc1cc2c3c(c1)CC(=O)N3CCC2,1.0,-2,0,2,-3,-0.7,-2,-0.3,-0.3,·
CCOC(=O)c1cc2sccc2n1CC(=O)N1CCc2ccccc21,-2.1,1,·,-7,-8,2.8,7,-0.1,0.6,-2
CCN(CC(=O)N1CCOCC1)S(=O)(=O)c1ccc2ccccc2c1,·,-3,0,4,2,-0.2,-4,-0.5,·,6

Outcome played no part in choosing rows, and some 3.6% of all compounds hit somewhere here.
